# Compound activity as filed in PubChem BioAssay.
# GRIN3A LBD mod = modulators (binders) of human NR3A ligand-binding domain; NR3A LBD differential scanning fluorimetry, Tm shift; 0% = protein alone, 100% = glycine-bound protein; 340,000 tested, 2.5% active; Tm shift relative to glycine control, % at 25 µM; AID 1259313;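 active means melting temperature shift of at least 10% of the positive control shift, at one fixed dose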
# beta cell repl = MIN6 beta-cell proliferation induction | MIN6 cells proliferation, ATPlite luminescence, 48 h; cells starved in 0.2% serum; 100% = growth in 10% serum | proliferation, % at 10 µM | 330,000 tested, 0.29% active;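 active means compounds whose signal lies at least 3.5 SD above the mean of all wells on their plate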;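 further: 0% = DMSO-treated cells in low-serum medium and 100% = 10% serum control; some compounds called inactive have numbers as strong as hits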
# APJ agonist = APJ receptor agonism | P35414 | CHO-K1 APJ PathHunter beta-arrestin, luminescence; 0% DMSO wells, 100% apelin | activation, % at 20 µM | 330,000 tested, 0.11% active;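 active means activation more than six SD over the plate average, tested at 20 µM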;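 further: 0% = DMSO alone and 100% = apelin-13 at 10 nM; some results filed as inactive read as strong as hits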
# Target sequence (P35414 whole entry, looked up): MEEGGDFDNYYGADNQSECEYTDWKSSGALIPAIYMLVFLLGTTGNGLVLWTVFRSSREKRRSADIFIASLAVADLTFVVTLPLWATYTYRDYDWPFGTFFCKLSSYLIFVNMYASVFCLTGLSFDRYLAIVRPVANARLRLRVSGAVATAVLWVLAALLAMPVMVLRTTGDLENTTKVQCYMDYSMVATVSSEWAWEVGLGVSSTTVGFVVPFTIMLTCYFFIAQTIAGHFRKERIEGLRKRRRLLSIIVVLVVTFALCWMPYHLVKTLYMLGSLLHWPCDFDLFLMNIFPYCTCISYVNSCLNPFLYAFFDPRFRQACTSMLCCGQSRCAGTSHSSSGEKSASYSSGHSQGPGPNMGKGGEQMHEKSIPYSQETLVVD
#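 Material: engineered CHO-K1 APJ arrestin reporter cells; amount: 1000 CHO-K1 reporter cells seeded per well; incubation: compound stimulation 90 min at 25 °C, detection 60 min; signal: luminescent beta-gal fragment complementation, chemiluminescent substrate; read-out basis: APJ agonist activity; controls: DMSO-only wells as negative, 10 nM Apelin-13 as positive control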
# tim23-1 inh = tim23-1 yeast growth inhibition. S. cerevisiae tim23-1 growth, BacTiter-Glo luminescence, 24 h. inhibition, % at 20 µM. 330,000 tested, 1.3% active;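 active means growth inhibition of the mutant yeast at or above 50%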;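 further: temperature-sensitive mutant grown at 25 °C; plate controls were DMSO-treated mutant yeast for no effect and medium wells lacking yeast for full effect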
# tim10-1 inh = inhibits growth of tim10-1 mutant yeast; S. cerevisiae tim10-1 ts strain growth, BacTiter-Glo, 24 h; inhibition, % at 20 µM; 330,000 tested, 2.2% active; AID 463190;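 active means inhibition of at least 40%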;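 further: mutant grown at 25 °C; 0% = DMSO wells with yeast and 100% = wells holding no yeast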
# APJ antagonist = blocks the human apelin receptor APJ | P35414 | CHO-K1 APJ beta-arrestin complementation, luminescence | inhibition, % at 20 µM | 330,000 tested, 0.32% active | AID 2521;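 active means inhibition above about 40% at 20 µM, limit read from the data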;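 further: cells challenged with 10 nM apelin-13 agonist together with compound; plate controls were apelin-13 plus DMSO wells for no effect and DMSO wells lacking apelin-13 for full effect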
# TIM10 inh = TIM10 yeast growth inhibition; AID 463195; inhibition, % at 10 µM; 330,000 tested, 1.4% active; S. cerevisiae TIM10 strain growth, BacTiter-Glo luminescence, 24 h;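 active means inhibition of 40% or more at the single tested concentration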;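 further: wild-type TIM10 isogenic control strain grown at permissive 25 °C; 0% = DMSO yeast wells and 100% = minimal medium wells without yeast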
# MPTP inh = inhibitors of mitochondrial permeability transition pore; isolated mouse mitochondria, Ca2+ swelling absorbance, 30 min; inhibition, % at 10 µM; 360,000 tested, 1.4% active;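 active means inhibition of 50% or more, scaled per plate between neutral and stimulator controls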;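 further: 0% = DMSO wells given calcium and 100% = 1 mM EGTA wells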
# NLRP3 yeast inh = blocks the NALP3 inflammasome reconstituted in yeast. Yeast reconstituted NLRP3/ASC/caspase-1, beta-gal luminescence, 24 h. AID 2825. 330,000 tested, 0.39% active. inhibition, % at 10 µM;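 active means inhibition of 50% or more; inactive means inhibition below 50%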;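 further: plate controls were induced DMSO wells for no effect and uninduced yeast grown without galactose for full effect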
# An asterisk follows results filed as active; . = no result given. This is a random part of the collection, and some 7.2% of all compounds hit somewhere here.
SMILES,GRIN3A LBD mod,beta cell repl,APJ agonist,tim23-1 inh,tim10-1 inh,APJ antagonist,TIM10 inh,MPTP inh,NLRP3 yeast inh
CC1NC(=O)N(C)C2NC(=O)N(C)C(c3ccccc3)C12 (stereo unspecified),2,-3,-1,10,3,8,-4,-1.0,-1
Cc1cccc(NC(=O)c2ccc(NS(=O)(=O)c3c(C)noc3C)cc2)c1,29*,4,4,14,-5,-10,-4,0.6,5
Cc1cccc(Nc2nc(-c3ccccc3)cs2)n1,-12,-3,-4,55*,-41,-7,-24,3.3,44
CC(C(=O)NCCCn1ccnc1)(c1ccccc1)c1ccccc1,-1,-3,2,8,2,2,-7,0.3,14
COC(=O)/C=C1/SC(=NC(=O)c2cccc([N+](=O)[O-])c2)NC1=O,15*,-2,0,11,2,21,1,6.8,4
COC(=O)c1[nH]c2cc(OC)ccc2c1NC(=O)CCN1CCN(Cc2ccc3c(c2)OCO3)CC1,1,-1,-1,-11,9,-4,-4,3.9,9
CCNc1nc(OCCNC(C)=O)nc(N(C)C)n1,1,-2,0,0,9,-2,-10,-0.5,-6
CCO[C@H]1OC(C(=O)NCc2ccccc2)=C[C@@H](c2ccc(Br)cc2)[C@@H]1CCCO,-15,-5,0,38,28,16,11,1.0,23
N#C/C(=C\c1ccc(O)cc1)C(=O)NCc1cccc(Cl)c1,-2,-1,-3,-2,10,18,-5,-1.3,9
Cc1ccccc1NC(=O)Cc1nc(COC(=O)c2cc([N+](=O)[O-])ccc2N)cs1,-4,-2,0,2,16,22,8,1.2,9

# Pulled by structure from above (2):
SMILES,GRIN3A LBD mod,beta cell repl,APJ agonist,tim23-1 inh,tim10-1 inh,APJ antagonist,TIM10 inh,MPTP inh,NLRP3 yeast inh
COC(=O)c1[nH]c2cc(OC)ccc2c1NC(=O)CCN1CCN(Cc2ccc3c(c2)OCO3)CC1,1,-1,-1,-11,9,-4,-4,3.9,9
CCNc1nc(OCCNC(C)=O)nc(N(C)C)n1,1,-2,0,0,9,-2,-10,-0.5,-6

# (more compounds)
SMILES,GRIN3A LBD mod,beta cell repl,APJ agonist,tim23-1 inh,tim10-1 inh,APJ antagonist,TIM10 inh,MPTP inh,NLRP3 yeast inh
CCCCN(C)CCC(=O)Nc1ccc(C)cc1,-2,-3,-2,4,-13,-1,0,-1.7,11
CCOc1cc(C(c2c(C)[nH][nH]c2=O)c2c(C)[nH][nH]c2=O)ccc1OS(=O)(=O)c1ccccc1,-2,-3,0,19,23,16,-1,-5.4,9
O=C(Cc1n[nH]c(=O)c2ccccc12)OCC(=O)c1ccc(F)cc1,3,-1,-8,-12,-3,3,3,1.0,3
c1ccc(Cc2nc3ccccc3o2)cc1,0,-2,-3,1,1,6,10,-2.4,11
COC(CNC(=O)c1cc(C)nn1-c1ccccc1)OC,-2,1,1,13,3,-3,-6,-1.2,21
O=C(CSc1ccc(-c2ccc(Cl)cc2)nn1)N1CCCc2ccccc21,-6,0,2,39,13,-7,7,-0.4,20
COc1ccc2cc(C(=O)N3CCOCC3)sc(=O)c2c1OC,2,3,3,11,-5,18,3,-2.0,7
CCOc1ccc(C(=O)COC(=O)C2CCN(c3ccc(C(F)(F)F)cn3)CC2)cc1,0,-2,-3,5,10,0,4,2.4,18
O=C(O)c1cccnc1C(=O)N1CCc2c([nH]c3ccccc23)C1C(F)(F)F (stereo unspecified),1,-1,2,-4,-9,8,-12,0.5,-4
O=C(NCc1ccc(N2CCCC2=O)cc1)c1ccc(F)cc1,2,0,-1,0,-8,4,-24,0.3,1

# Individual results from the results shown.
# Result for CCCCN(C)CCC(=O)Nc1ccc(C)cc1 in tim23-1 inh: 4
# Result for CCOc1cc(C(c2c(C)[nH][nH]c2=O)c2c(C)[nH][nH]c2=O)ccc1OS(=O)(=O)c1ccccc1 in APJ agonist: 0
# Result for COc1ccc2cc(C(=O)N3CCOCC3)sc(=O)c2c1OC in TIM10 inh: 3
# Result for O=C(NCc1ccc(N2CCCC2=O)cc1)c1ccc(F)cc1 in tim10-1 inh: -8
# Result for c1ccc(Cc2nc3ccccc3o2)cc1 in APJ antagonist: 6
# Result for O=C(Cc1n[nH]c(=O)c2ccccc12)OCC(=O)c1ccc(F)cc1 in tim23-1 inh: -12

# Later entries
SMILES,GRIN3A LBD mod,beta cell repl,APJ agonist,tim23-1 inh,tim10-1 inh,APJ antagonist,TIM10 inh,MPTP inh,NLRP3 yeast inh
Cc1nnc(NC(=O)c2ccc(C)c(S(=O)(=O)N3CCCCCC3)c2)s1,1,-2,0,7,25,13,16,-0.1,9
CCOC(=O)CNC(=O)CSc1ncnc2c1cnn2-c1ccc(Cl)cc1,0,-3,-5,-13,6,3,-3,-0.1,5
COc1ccc(CCNC(=O)c2ccc3c(c2)N(Cc2ccccc2)CCS3)cc1OC,3,-2,0,11,-5,8,7,-2.5,-3
CCCn1c(CCC(=O)O)nc2cc(S(=O)(=O)N(CC)CC)ccc21,0,-2,-3,1,3,-30,-7,1.4,3
C#CC(CC)(CC)NC(=O)c1nn(-c2ccccc2Cl)c(C)cc1=O,0,-1,0,-2,6,5,-9,0.5,18
COc1ccc(C(C)=O)cc1CSc1ncccn1,0,-2,-3,10,7,6,13,-1.0,2
Cc1nn(-c2ccccc2)c(C)c1NC(=O)COC(=O)/C=C/c1ccccc1,2,-1,4,-12,18,-4,9,0.5,15
S=c1[nH]nc(C2CCCCC2)n1/N=C/c1ccccc1,-1,-1,-4,67*,32,13,23,1.0,21
CC(C)CN1CCN(Cc2nc3ccccc3s2)CC1CCO (stereo unspecified),-2,0,-4,0,10,13,5,0.6,17
COc1ccc(Nc2nc3ccccc3nc2-n2nc(C)cc2C)cc1,-1,-4,-4,30,27,-10,23,0.6,6
CCOc1ccc(C(C#N)N2CCOCC2)cc1OC (stereo unspecified),2,2,0,14,16,8,11,-2.9,9
COC(=O)CCC(=O)c1oc2ccc(Cl)cc2c1NC(=O)CCCN1C(=O)c2ccccc2C1=O,1,-1,-3,-7,33,1,-6,2.5,23
COc1ccc(OC)c(S(=O)(=O)Nc2ccc3oc4c(c3c2)C(=O)CCC4)c1,4,-2,-1,11,12,-5,12,10,-1
C/C(=N\NC(=O)C1CC1)c1ccc2c(c1)OCCO2,1,-2,1,14,3,8,-3,-0.5,27
CC1Cc2ccccc2N1S(=O)(=O)c1cccc(C(=O)NCc2ccccn2)c1 (stereo unspecified),2,-2,-2,22,15,4,-3,-3.1,4
O=C1c2ccc([N+](=O)[O-])cc2C(=O)N1c1c[nH]c(=O)[nH]c1=O,0,-1,1,4,4,-4,-5,-2.1,14
CCN1CCN(C(=O)c2nn(C)c3c2CS(=O)(=O)c2ccccc2-3)CC1,1,6,3,1,3,-15,-1,-0.8,2
CC(C(=O)Nc1sccc1C(N)=O)N1C(=O)C2CC=CCC2C1=O (stereo unspecified),0,-3,3,0,-25,2,0,-2.8,6
Nc1nnc(COc2cccc(C(F)(F)F)c2)s1,1,-2,0,6,13,-4,0,1.5,2
Cc1nc(-c2ccccc2)sc1C(=O)/C=C/N(C)C,0,-2,-3,10,6,17,8,1.3,15

# 7 of the entries above in order of their number in NLRP3 yeast inh, lowest first.
smiles | NLRP3 yeast inh
CCNc1nc(OCCNC(C)=O)nc(N(C)C)n1 | -6
O=C(O)c1cccnc1C(=O)N1CCc2c([nH]c3ccccc23)C1C(F)(F)F (stereo unspecified) | -4
COc1ccc(CCNC(=O)c2ccc3c(c2)N(Cc2ccccc2)CCS3)cc1OC | -3
O=C(NCc1ccc(N2CCCC2=O)cc1)c1ccc(F)cc1 | 1
c1ccc(Cc2nc3ccccc3o2)cc1 | 11
CC(C)CN1CCN(Cc2nc3ccccc3s2)CC1CCO (stereo unspecified) | 17
COC(=O)CCC(=O)c1oc2ccc(Cl)cc2c1NC(=O)CCCN1C(=O)c2ccccc2C1=O | 23

# The results go on:
SMILES,GRIN3A LBD mod,beta cell repl,APJ agonist,tim23-1 inh,tim10-1 inh,APJ antagonist,TIM10 inh,MPTP inh,NLRP3 yeast inh
Cc1nc(OCc2ccccc2)c2ccccc2n1,-2,0,-2,21,18,6,1,72*,28
Nc1ccc2c(c1)N=[N+]([O-])c1cc(N)ccc1C2,6,-1,-1,9,10,-1,8,-0.3,4
CC(=O)c1ccc(N2C(=O)NC3(CCCCC3)C2=O)cc1,1,-2,-5,-10,-18,-19,-9,-2.8,3
Cc1ccc(S(=O)(=O)N(CC(=O)NCC2CCCO2)C2CCCCC2)cc1 (stereo unspecified),-3,0,-3,14,12,4,3,0.2,17
COc1ccccc1Cn1c(=S)[nH]c2cc(C(=O)NCCCN3CCOCC3)ccc2c1=O,-1,-6,-3,-2,-7,16,1,-1.2,11
CCOC(=O)c1ccccc1NC(=O)COC(=O)CCC(=O)c1ccc(C)cc1,3,1,7,29,9,-2,-4,-0.4,13
CC1Cc2ccccc2N1C(=O)Cn1nnc(-c2ccccc2NC(=O)C2CCC2)n1 (stereo unspecified),-12,-1,2,33,2,-33,7,1.4,15
O=C(NC1CCS(=O)(=O)C1)C1CCCC1 (stereo unspecified),0,1,0,1,-10,7,0,0.3,9
COc1ccc(NC(=O)CSc2nccn2Cc2ccc(F)cc2)c(OC)c1,1,8,2,24,14,16,8,-0.5,27
CCOc1ccc(/C=N/Nc2cc(=O)n(C)c(=O)n2C)cc1,-14,0,-1,0,-6,6,2,0.2,12
CCNc1nc(NCC)nc(ON=C(C)C)n1,.,0,-5,-10,4,7,10,.,14
CCOc1ccc(CCNC(=O)c2ccccc2OCc2c(C)noc2C)cc1OCC,-1,1,1,8,1,-55,1,1.0,4
CCN(C(=O)/C=C/c1ccc(OC)cc1)C1CCS(=O)(=O)C1 (stereo unspecified),.,-1,-2,0,2,-20,-1,-0.5,14
O=C(O)c1ccc(CSc2nc3ccccc3c(=O)n2-c2ccccc2)cc1,0,-4,0,10,-8,6,-7,0.1,12
CCCCN(C(=O)CSc1nnc(-c2ccccc2)o1)c1c(N)n(CCC)c(=O)[nH]c1=O,1,1,-1,6,5,4,1,1.7,15
COc1ccc(Cc2nnc(SC)[nH]c2=O)cc1OC,1,0,5,2,3,9,1,0.9,4
CC(NC(=O)c1ccccc1SCC(=O)N1CCCC1)c1ccccc1 (stereo unspecified),1,0,-4,-5,8,-12,4,0.6,11
Cc1ccc(N=Cc2nc(-c3ccco3)oc2O)cc1,-13,1,-6,14,10,-5,-4,0.8,18
CCOC(=O)Cn1c(=NC(=O)CSC(C)=O)sc2cc(F)ccc21,0,-5,4,7,22,13,-8,-1.1,-3
C[C@@H]1CC(=O)[C@H]2CC(CO)=CCC[C@@H]2[C@@]1(C)CC/C(=C/CO)CO,-2,-2,-6,3,8,12,-3,-1.8,11

# Structural class, the compounds so far containing a COOH group
SMILES,GRIN3A LBD mod,beta cell repl,APJ agonist,tim23-1 inh,tim10-1 inh,APJ antagonist,TIM10 inh,MPTP inh,NLRP3 yeast inh
O=C(O)c1cccnc1C(=O)N1CCc2c([nH]c3ccccc23)C1C(F)(F)F (stereo unspecified),1,-1,2,-4,-9,8,-12,0.5,-4
CCCn1c(CCC(=O)O)nc2cc(S(=O)(=O)N(CC)CC)ccc21,0,-2,-3,1,3,-30,-7,1.4,3
O=C(O)c1ccc(CSc2nc3ccccc3c(=O)n2-c2ccccc2)cc1,0,-4,0,10,-8,6,-7,0.1,12
